BH1578 lux ind = inducers of Vibrio cholerae quorum light production without autoinducers; V. cholerae BH1578 lux reporter, luminescence, 6 h; activation, % at 18.7 µM; 350,000 compounds, 0.16% hits; in the data active means activation mostly above about 9.7%, no sharp cut-off; further: not every result past the cut was called active; inactives centre near 0; reference of the scale not given here
Anthrax LF inh2 = blocks Bacillus anthracis lethal factor protease. 360,000 compounds, 0.12% hits. multiplex microsphere protease cleavage assay, LF. AID 588501. P15917. inhibition, % at 10 µM; in the data active means inhibition above about 30%; further: plate controls were buffer without enzyme for full effect and enzyme alone for no effect
SSB-PriA inh = inhibitors of Klebsiella pneumoniae PriA binding to SSB C-terminal tail; AlphaScreen SSBct-PriA binding, biotinylated peptide; inhibition, % at 33 µM; 430,000 compounds, 0.6% hits; in the data active means inhibition mostly above about 37%, no sharp cut-off; inactive means mostly below about 20%;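 further: plate controls were negative control peptide for no effect and reference peptide for full effect; strong numbers were not always called active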
PfHsp40 yeast = restores yeast growth despite PfHsp40 toxicity; S. cerevisiae expressing PfHsp40, growth rescue, ATP luminescence; growth rescue, % at 12.5 µM; 340,000 compounds, 0.68% hits; AID 504582; in the data active means growth rescue above about 28%, passing the limit was not always enough;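 further: yeast W303a lacking pdr1 and pdr3 grown in galactose medium; growth measured after three days at 30 °C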
MazF activator = activators of E. coli MazEF toxin-antitoxin RNase; P0AE70; FAM/BHQ RNA-DNA oligo cleavage fluorescence, 5 h; activation, % at 20 µM; 350,000 compounds, 0.32% hits; AID 504720; in the data active means activation above about 50%
Target sequence (P0AE70 whole entry, looked up): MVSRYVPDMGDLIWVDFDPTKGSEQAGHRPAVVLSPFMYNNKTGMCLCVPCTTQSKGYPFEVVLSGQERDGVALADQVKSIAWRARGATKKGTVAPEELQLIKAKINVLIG
Y pestis TopoI = blocks Yersinia pestis topoisomerase I activity; Y. pestis Topo-I cleavage product accumulation, plate reader; activity, % at 10 µM; 360,000 compounds, 0.064% hits; in the data active means activity above about 50%, passing the limit was not always enough; further: inactives centre near 2
Rv3671c inh = inhibitors of M. tuberculosis serine protease Rv3671c. 320,000 compounds, 0.048% hits. inhibition, % at 5.96 µM. AID 2606. P9WHR9; in the data active means inhibition above about 38%;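 further: extracellular domain of Rv3671c used as enzyme; 0% = enzyme with DMSO and 100% = no enzyme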
Target sequence (P9WHR9 whole entry, looked up, the tested form may be a part): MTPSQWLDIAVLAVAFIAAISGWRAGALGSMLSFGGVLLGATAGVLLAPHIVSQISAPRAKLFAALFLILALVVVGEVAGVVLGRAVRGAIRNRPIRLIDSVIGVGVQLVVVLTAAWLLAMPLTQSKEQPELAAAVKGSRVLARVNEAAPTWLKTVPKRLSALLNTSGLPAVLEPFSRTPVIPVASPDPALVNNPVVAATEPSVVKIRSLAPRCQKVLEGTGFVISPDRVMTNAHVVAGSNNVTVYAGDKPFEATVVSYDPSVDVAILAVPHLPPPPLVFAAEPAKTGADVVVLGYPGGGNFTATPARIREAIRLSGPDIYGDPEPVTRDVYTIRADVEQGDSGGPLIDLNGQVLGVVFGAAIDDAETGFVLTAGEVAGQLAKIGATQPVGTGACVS
3CLpro inhibitor = SARS-CoV 3CLpro protease inhibition; P0C6X7; recombinant SARS-CoV 3CLpro, quenched FRET peptide cleavage; inhibition, % at 6 µM; 290,000 compounds, 0.14% hits; in the data active means inhibition above about 12%
TcdB GH inh = blocks C. difficile toxin B glycohydrolase activity; TcdB glycohydrolase enzymatic assay, plate reader; inhibition, % at 9.99 µM; 350,000 compounds, 0.24% hits; AID 652162; in the data active means inhibition above about 10%
DUSP3 inh = inhibitors of human VHR1 phosphatase (DUSP3). recombinant VHR phosphatase, pNPP absorbance. P51452. 290,000 compounds, 0.52% hits. inhibition, % at 13.3 µM. AID 1654; in the data active means inhibition above about 50%; further: some compounds called inactive have numbers as strong as hits
Target sequence (P51452 whole entry, looked up): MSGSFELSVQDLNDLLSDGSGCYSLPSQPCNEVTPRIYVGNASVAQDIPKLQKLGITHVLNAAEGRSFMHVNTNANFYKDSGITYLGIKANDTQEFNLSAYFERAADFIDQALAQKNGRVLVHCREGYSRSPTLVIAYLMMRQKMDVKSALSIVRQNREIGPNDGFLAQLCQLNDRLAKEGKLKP
An asterisk follows results filed as active; i = inactive; · = not tested or not shown. An excerpt (hit frequency here may not be typical).

Values run as follows: BH1578 lux ind, Anthrax LF inh2, SSB-PriA inh, PfHsp40 yeast, MazF activator, Y pestis TopoI, Rv3671c inh, 3CLpro inhibitor, TcdB GH inh, DUSP3 inh
CCc1nnc(NC(=O)c2ccc(S(=O)(=O)N3CCCC(C)C3)cc2)s1 (stereo unspecified)
→ -0.2, -3.0, -1.4, 1.0, 0.4, -2.2, -2.0, -1.2, 0.1, 11.5
COCCNc1nc(Nc2ccccc2Cl)c2sc(-c3ccccc3)cc2n1
→ -0.3, -0.4, ·, ·, ·, -1.1, ·, ·, 0.5, ·
Cc1ccc(S(=O)(=O)c2ccc(Cl)cc2)cc1S(=O)(=O)NC(C)C(=O)O (stereo unspecified)
→ -0.4, -1.1, -23.3, -1.2, 4.7, -2.1, 1.9, 3.8, ·, -0.5
COc1ccc(S(=O)(=O)N2N=C(c3ccc(NS(C)(=O)=O)cc3)CC2c2ccco2)cc1 (stereo unspecified)
→ i, 0.0, -2.5, 1.0, -40.9, -3.8, -8.8, -0.1, -0.4, -17.0
C=CCN1C(=O)[C@@H]2Cc3c([nH]c4ccccc34)C(c3ccc(O)cc3)N2C1=S (stereo partly specified)
→ -10.0, 21.9, 9.6, 3.3, 19.1, -19.2, -29.8, -4.1, ·, 13.8
CCOc1ncccc1C(=O)NC(C)CCc1ccccc1 (stereo unspecified)
→ i, 18.0, 4.0, 19.9, 6.2, -2.3, ·, 0.7, -0.6, 10.4
COc1ccccc1N1CCN(Cc2ccc(Br)cc2)CC1
→ i, -8.3, -4.0, 0.7, -1.8, -6.7, 3.4, 2.4, -0.4, 17.9
O=C(CCC1CCCC1)Nc1ccc([N+](=O)[O-])cn1
→ -0.3, -1.3, -8.5, 1.2, -0.4, 3.1, -2.5, 1.6, ·, -9.9
Cc1ccc(S(=O)(=O)Cc2ccc(C(=O)NCc3cccs3)o2)cc1
→ -0.4, 5.6, -7.2, -0.5, 4.7, -1.7, 0.7, 1.6, ·, 9.9
CCc1ccc(CN(C)Cc2nc(COc3ccccc3)no2)nc1
→ 3.2, -1.4, -0.7, 1.0, -8.0, -0.2, 6.1, 0.9, 1.0, 5.1
CCCNC(=O)C1(C)CCCN(C(=O)c2cccc(OC(C)=O)c2C)C1 (stereo unspecified)
→ i, -6.9, ·, ·, ·, -8.0, ·, ·, -0.8, ·
COc1ccc(C2NC(=O)NC(C)=C2C(=O)OC2CCCC(C)C2)cc1 (stereo unspecified)
→ 0.3, -0.5, -5.8, 2.3, -4.2, 2.0, 3.1, 3.9, 0.8, 8.1
O=C(Oc1cccc2cccnc12)c1cccc([N+](=O)[O-])c1
→ -0.4, 0.8, 4.9, -0.4, -19.4, -2.0, -1.0, -1.4, -0.1, 29.6
Cc1ccc(C)c(N2CCN(S(=O)(=O)c3ccc(-c4cc(C)no4)s3)CC2)c1
→ -0.2, 1.3, -7.3, -0.9, -3.5, 14.4, 0.5, 10.4, 0.6, 18.2
Nc1ccccc1C(=O)NNC1=C(C(=O)C(F)(F)F)CCC1
→ -1.9, ·, -2.0, 0.1, 0.1, -4.2, 9.7, -1.3, 1.8, 20.1
Cn1c(O)c(N=NC(=O)c2cc(-c3cccs3)nc3ccccc23)c2ccccc21
→ i, -2.9, 3.1, -0.8, 6.7, -2.1, -7.3, 5.3, ·, -6.9
CCC1(C)Cc2c(sc3nnn(CC(=O)Nc4ccc(Cl)cc4)c(=O)c23)CO1 (stereo unspecified)
→ -0.2, -2.5, -7.7, 3.0, 8.0, 2.1, -24.0, -0.9, ·, 17.4
CC1=C(C(=O)OCC2CCCCC2)C(c2ccc(F)cc2)NC(=O)N1 (stereo unspecified)
→ 2.8, -10.0, 2.5, -0.3, 3.4, 25.0, -7.4, -7.0, 3.2, 65.0
C=CCC(C(=O)OC)(C(=O)OC)c1ccc([N+](=O)[O-])cc1[N+](=O)[O-]
→ i, -4.2, 8.4, -0.6, 3.4, 4.6, 2.7, -0.4, 0.6, 25.7
N#Cc1cccc(NC(=O)CSc2ccccc2)c1
→ -0.5, -0.5, -1.5, -0.5, -5.1, 3.4, -1.0, -5.9, 0.4, -0.2

Profiles as entered above. Screens in order: BH1578 lux ind, Anthrax LF inh2, SSB-PriA inh, PfHsp40 yeast, MazF activator, Y pestis TopoI, Rv3671c inh, 3CLpro inhibitor, TcdB GH inh, DUSP3 inh
Entry for C=CCN1C(=O)[C@@H]2Cc3c([nH]c4ccccc34)C(c3ccc(O)cc3)N2C1=S (stereo partly specified) = -10.0, 21.9, 9.6, 3.3, 19.1, -19.2, -29.8, -4.1, ·, 13.8
Entry for Cc1ccc(S(=O)(=O)c2ccc(Cl)cc2)cc1S(=O)(=O)NC(C)C(=O)O (stereo unspecified) = -0.4, -1.1, -23.3, -1.2, 4.7, -2.1, 1.9, 3.8, ·, -0.5

Further entries:
Values run as follows: BH1578 lux ind, Anthrax LF inh2, SSB-PriA inh, PfHsp40 yeast, MazF activator, Y pestis TopoI, Rv3671c inh, 3CLpro inhibitor, TcdB GH inh, DUSP3 inh
CCCCCNc1c(C(=O)OCC)c(=O)[nH]c2ccccc12
→ -0.2, 5.9, 1.8, 22.5, 0.9, 15.0, 4.0, 1.7, ·, 29.5
CCN(CC)CCCNC(=O)C1CCN(C(=O)c2cc3sccc3n2Cc2ccc(F)cc2)CC1
→ -0.4, -2.7, -1.4, -1.1, 10.5, -1.1, 4.4, 3.1, 0.5, 20.8
CN(Cc1ccccc1F)C(=O)CN1CCN(S(=O)(=O)c2ccc3c(c2)OCCCO3)CC1
→ i, -8.5, 1.1, 0.6, -1.9, 6.7, -1.7, ·, 0.9, ·
Cc1ccc(S(=O)(=O)N2C[C@]3(O)C[C@@H]4C(=O)N(c5ccccc5)C(=O)[C@@H]4C[C@]3(OC(=O)NC3CC3)C2)cc1
→ -2.1, -2.8, ·, ·, 7.3, -6.2, ·, ·, 0.7, ·
O=C(CSc1nnnn1-c1ccccc1)Nc1ncc(Cc2ccccc2Cl)s1
→ 0.7, -1.5, -8.9, 0.8, -20.1, -9.2, -9.4, 4.7, 1.5, -7.5
CC(=O)c1cccc(-c2ccnc3c2CC(C(=O)NCC2CC2)O3)c1 (stereo unspecified)
→ -0.2, -4.9, ·, ·, ·, -0.1, ·, ·, -0.9, ·
O=C1Nc2cc(C(=O)NCCN3CCCCCC3)ccc2S/C1=C/c1ccccc1F
→ i, -0.6, ·, ·, -5.2, 2.3, ·, ·, 0.1, ·
CCc1ccc(-c2nc(SCC(=O)NC3CC3)n[nH]2)cc1
→ -1.2, -4.9, 5.7, -0.9, -0.7, -5.1, 0.8, ·, 1.3, ·
COC(=O)c1ccc(NC(=O)Nc2cccc(F)c2)cc1
→ i, -1.6, 3.3, 0.4, -1.7, -10.4, -31.5, 2.9, 0.8, 30.7
Cc1nc2ccc(NC(=O)CCS(=O)(=O)c3ccc(Cl)cc3)cc2s1
→ -0.3, 1.2, 2.2, -0.5, 6.1, -9.9, -2.4, -3.4, 1.4, 10.5
CC(C)(C)S(=O)(=O)c1cnc2c(-c3ccsc3)cnn2c1N
→ -2.1, -2.2, -1.6, 0.5, -6.2, 3.4, 5.7, 1.9, 0.4, 5.8
S=C(NCCc1ccccc1)N/N=C/c1ccccc1Cl
→ -0.2, -1.1, ·, 11.2, 1.9, -1.0, -63.6, 2.8, 0.0, 20.8
CCCCc1oc2c(c(=O)c1C)C(=O)CC(c1ccccc1)C2 (stereo unspecified)
→ i, -7.4, 0.7, -0.6, -0.1, 10.7, -10.8, 2.1, ·, -23.2
CCCC(C(=O)NC(C)(C)C)N(CC1CCCO1)C(=O)c1snc(C(N)=O)c1N (stereo unspecified)
→ -3.3, 1.0, 3.8, -0.9, -0.2, -7.3, 6.0, 9.6, 1.4, 4.7
O=C(O)CCSc1nnc(COc2cccc3cccnc23)n1-c1ccccc1
→ i, 2.8, -5.0, -1.8, -15.5, -7.5, -4.3, 5.1, 1.5, 9.0
CSc1ccc(CNC(C)(C)CO)cc1
→ 2.3, -1.5, -3.2, -0.8, 2.9, 9.6, 11.2, 1.4, 2.2, 6.0
Cc1cc(NC(=O)CSCC(=O)Nc2ccc(Cl)c(C(F)(F)F)c2)no1
→ -12.5, -0.4, ·, -0.2, 3.3, -5.5, -1.0, ·, 1.6, ·
COC(=O)[C@@H]1CCCN1C(=O)CCc1nnc(C2CCCCC2)o1
→ -0.2, -6.6, -10.0, 1.4, 13.3, -15.5, -2.1, -4.0, 0.2, 15.8
CNC(=O)[C@@H]1C[C@H]1[C@@H](NC(=O)OCc1ccccc1)c1ccccc1
→ 1.5, -1.1, -8.5, -0.3, -3.3, 1.1, -3.0, -0.1, 0.2, -3.0
O=C1c2ccccc2C(=O)N1CCSC(=S)N1CCOCC1
→ -0.4, -4.0, -11.9, -0.4, -5.8, -0.9, -0.8, 4.2, 0.5, 14.0

More compounds:
Values run as follows: BH1578 lux ind, Anthrax LF inh2, SSB-PriA inh, PfHsp40 yeast, MazF activator, Y pestis TopoI, Rv3671c inh, 3CLpro inhibitor, TcdB GH inh, DUSP3 inh
CCOC(=O)C(Sc1cc(C)nc(N)n1)C(C)=O (stereo unspecified)
→ 4.5, -2.8, -10.0, 0.5, 1.6, -1.8, 3.6, -0.4, ·, 26.9
CCN1C2=C(C(=O)CCC2)C(c2ccc(O)cc2)C2=C1CCCC2=O
→ 0.4, 0.9, -6.6, -1.0, -2.8, 2.2, -0.6, -2.6, ·, -8.6
O=C1C2C3CCC(C3)C2C(=O)N1c1ccc2ccccc2c1 (stereo unspecified)
→ 0.1, -5.2, 0.8, -0.7, -0.2, 5.6, -1.7, -2.5, 2.4, 7.4
COc1ccc(NC(=O)c2ccc3nccnc3c2)cc1
→ -0.1, -7.2, 4.2, 1.6, 0.2, 4.1, -7.2, -5.3, ·, 8.8
COc1ccc(Cl)c(N2CCN(CCCNC(=O)Nc3ccc(C)cc3)CC2)c1
→ -0.9, -0.1, 4.9, 0.3, -5.7, 11.6, -3.0, -7.8, ·, -7.5
c1ccc(C(c2ccccc2)N2CCN(Cc3nnnn3C3CCCCC3)CC2)cc1
→ i, -4.0, 3.9, -0.7, -0.1, -3.2, 0.5, 4.0, ·, 8.9
COc1cc2cc(C(c3nnnn3C3CCCC3)N(C)C3CCCCC3)c(=O)[nH]c2cc1OC (stereo unspecified)
→ 0.3, 0.4, 3.6, 1.1, 1.4, 11.9, 2.8, -9.0, ·, -0.3
O=C(OCC(=O)N1CCN(c2ccccc2)CC1)c1cc(F)c(F)cc1Cl
→ -1.3, -0.1, ·, ·, 2.0, -2.4, ·, ·, 1.0, ·
COc1ccc(CC(NC(C)=O)C(=O)NC2CCN(C(=O)c3cccc(Cl)c3)CC2)cc1OC (stereo unspecified)
→ -4.0, 7.5, -12.5, -1.7, 7.1, -6.0, ·, 0.7, 1.5, 52.9*
COc1ccc(Nc2nc(Cl)nc(N3CCN(c4ccc(OC)cc4)CC3)n2)cc1
→ ·, ·, ·, ·, ·, ·, -2.4, 4.7, 0.0, 1.9
CCN(C(=O)CSc1nnc(-c2cccs2)n1CC)C1CCS(=O)(=O)C1 (stereo unspecified)
→ 1.7, -6.5, -7.8, -0.1, -0.3, 7.7, -4.1, 1.3, -0.4, 30.1

Some values from above.
COc1ccc(Nc2nc(Cl)nc(N3CCN(c4ccc(OC)cc4)CC3)n2)cc1 – TcdB GH inh: 0.0
CCN1C2=C(C(=O)CCC2)C(c2ccc(O)cc2)C2=C1CCCC2=O – PfHsp40 yeast: -1.0
O=C1C2C3CCC(C3)C2C(=O)N1c1ccc2ccccc2c1 (stereo unspecified) – Rv3671c inh: -1.7
COc1ccc(NC(=O)c2ccc3nccnc3c2)cc1 – DUSP3 inh: 8.8
